Screening results from PubChem BioAssay.
Lipid droplet = hepatic lipid droplet formation modulation | AML12 mouse hepatocytes, oleate lipid droplets, BODIPY imaging | inhibition, % at 6.5 µM | 240,000 tested, 0.4% active | AID 1656;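 active = lipid droplet intensity inhibited by at least 50%, with more than 500 cells counted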
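Test system: AML12 hepatocytes (mouse); reagent: oleate loading, 100 µM; dosing: one dose, 6.5 µM compound; incubation: overnight exposure; signal: fluorescence imaging, 20x objective, two fields per well; read-out basis: % inhibition of corrected integrated BODIPY droplet signal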
HEK293 NOD2/NF-kB = inhibition of NOD2-driven NF-kB reporter – cell-based, luminescence, uHTS, HEK293 (AID 1566); HEK293 NOD2/NF-kB luciferase reporter, luminescence; higher % means a stronger effect; inhibition, % at 4 µM, or EC50 in µM where a hit was titrated; 290,000 tested, 0.63% active; in the data active = inhibition above about 50%; also: many of its hits are not listed in these tables
Lipid droplet cells 6.5 µM = further read-out of Lipid droplet, marked with its call; cell count; measured here: cell count, cytotoxicity flag;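 cells counted across two imaged fields per well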
* hit, by the source's call. A portion of the library; the hit share may differ from the screen's.

Results follow in this order: Lipid droplet	Lipid droplet cells 6.5 µM	HEK293 NOD2/NF-kB
> CCn1cc(CN2CCC(C(=O)Nc3ccc(Oc4ccccc4F)cc3)CC2)c(C)n1
    6	807	23%
> Cc1ccc(N2C(=NC(=O)c3ccccc3)SC3CS(=O)(=O)CC32)cc1 (configuration not stated)
    4	560	-9%
> Cc1ccccc1N1CCN(C2CCCN(C(=O)c3ccccn3)C2)CC1 (configuration not stated)
    -1	819	0%
> CCC1CN(C(=O)N2CCC(C(=O)NCCc3ccc(OC)c(OC)c3)CC2)c2ccccc2O1 (configuration not stated)
    -4	695	-9%
> C=CCOc1ccccc1/C=N/NC(=O)Cc1ccc(C)cc1
    -3	788	16%
> Cc1ccc(CNC(=O)C2CCN(S(=O)(=O)c3ccc(Br)s3)CC2)cc1
    -6	801	-4%
> COc1ccc(NC(=O)/C(=C\c2ccco2)NC(=O)c2ccco2)cc1
    3	723	-7%
> CC12CCC(=O)N1C(C(=O)N1CCN(c3ccc(C(F)(F)F)cc3[N+](=O)[O-])CC1)CS2 (configuration not stated)
    -18	730	-2%
> COCCCNC(=O)c1ccc(S(=O)(=O)c2ccc(Cl)cc2)c(NC(C)=O)c1
    -6	401	14%
> NS(=O)(=O)c1ccc(CCNC(=O)CN2C(=O)COc3ccc(S(=O)(=O)N4CCCC4)cc32)cc1
    -9	747	1%
> COc1ccc(NC(=O)C/C(C)=N/NC(=O)CCc2ccccc2)c(OC)c1
    10	815	-12%
> CC1Cn2c(nc3sc4c(c3c2=O)CC(C)(C)OC4)N1CCO (configuration not stated)
    2	803	7%
> COc1cccc(NC(=O)NNC(=O)CN2C(=O)COc3ccccc32)c1
    -9	644	14%
> COc1ccc(CC(=O)NNS(=O)(=O)c2cccc([N+](=O)[O-])c2)cc1OC
    16	795	6%
> O=S1(=O)[C@H]2C[C@@H]3C=C[C@@]2(CN1Cc1ccc(Cl)cc1)O3
    5	801	-6%
> CC(=O)Nc1ccc(S(=O)(=O)c2ccc([N+](=O)[O-])cc2)cc1
    5	833	-1%
> O=C(CCNS(=O)(=O)c1ccc(Cl)cc1)Nc1ccncc1
    11	749	3%
> Cc1ccc(-n2ncc3c2CC(C)(C)CC3NC(=O)CCc2c(C)noc2C)cc1 (configuration not stated)
    -6	652	8%
> O=C(NCc1ccccc1Cl)c1ccc2c(c1)OCO2
    20	826	-1%
> Cc1cccc(C)c1-n1ncc(C(=O)NC2CCCC2)c1C1CCNCC1
    -2	698	-2%
> COc1ccc(S(=O)(=O)N(C)c2ccc(C(=O)NC3CC3)cc2)cc1
    6	793	9%
> Cc1cc(C)n(CC(=O)NCCC2=CCCCC2)n1
    12	820	-9%
> O=C(Nc1ccc2c(c1)COC2=O)c1ccc(Cl)c(Cl)c1
    13	736	-15%
> O=C(COC(=O)Cc1c(F)cccc1Cl)NC(=O)c1ccccc1
    2	658	0%
> CCC(=O)NC(Cc1ccccc1)c1nc2ccccc2[nH]1 (configuration not stated)
    -1	798	-5%
> C/C(=N\NC(=O)c1cc(-c2ccc(Cl)s2)[nH]n1)c1ccncc1
    -6	701	-3%
> COc1cccc(-c2c(C(=O)N/N=C/c3cccnc3)nnn2-c2nonc2N)c1
    7	772	10%
> O=C(N/N=C/c1ccc[nH]1)c1cc2ccccc2cc1O
    -2	805	-19%
> Clc1cc(NC2CCCCC2)ncn1
    0	720	-78%
> O=C(NCCCN1CCCCCC1)c1cc2c(=O)oc3ccccc3c2s1
    -10	830	1%

Exported with each value named: entries from further up.
O=C(NCc1ccccc1Cl)c1ccc2c(c1)OCO2
  Lipid droplet: 20
  Lipid droplet cells 6.5 µM: 826
  HEK293 NOD2/NF-kB: -1%

Cc1cccc(C)c1-n1ncc(C(=O)NC2CCCC2)c1C1CCNCC1
  Lipid droplet: -2
  Lipid droplet cells 6.5 µM: 698
  HEK293 NOD2/NF-kB: -2%

COc1ccc(S(=O)(=O)N(C)c2ccc(C(=O)NC3CC3)cc2)cc1
  Lipid droplet: 6
  Lipid droplet cells 6.5 µM: 793
  HEK293 NOD2/NF-kB: 9%

Cc1cc(C)n(CC(=O)NCCC2=CCCCC2)n1
  Lipid droplet: 12
  Lipid droplet cells 6.5 µM: 820
  HEK293 NOD2/NF-kB: -9%

The listing continues:
Results follow in this order: Lipid droplet	Lipid droplet cells 6.5 µM	HEK293 NOD2/NF-kB
> Cc1ccc(OCc2cc(C(=O)N(C)Cc3nccn3C)no2)cc1C
    -3	746	-7%
> Cc1ccc(NC(=O)C2CCCN2C(=O)OCc2ccccc2)c(O)c1 (configuration not stated)
    -34	723	-4%
> CS(=O)(=O)Nc1ccc(C2=NN(C(=O)c3ccccc3)C(c3cccs3)C2)cc1 (configuration not stated)
    -9	721	16%
> COc1ccccc1N1CCN(C(=O)C(=O)c2cn(CC(=O)N3CCOCC3)c3ccccc23)CC1
    33	675	17%
> COC(=O)c1ccncc1C(=O)Nc1ccc(Oc2ncc(C(F)(F)F)cc2Cl)cc1
    17	758	-18%
> COc1ccc(OC)c(NC(=O)CSc2nnc(NC(=O)c3ccco3)s2)c1
    -7	836	11%
> CCOCCCNC(=O)C1CCN(Cc2cccc(OCc3ccccc3)c2)CC1
    -3	807	8%
> O=C(Nc1ccc(NC(=O)c2cccc([N+](=O)[O-])c2)cc1)c1cccc([N+](=O)[O-])c1
    -6	830	7%
> CN(CC(=O)Nc1c(Cl)cccc1Cl)C(=O)c1ccncc1
    -4	670	4%
> COc1ccc(NC(=O)Cn2nnc(C(=O)NCc3cccs3)c2N)c(OC)c1
    23	788	24%
> Cc1ccc(CNS(=O)(=O)c2ccc([N+](=O)[O-])cc2)cc1
    -1	828	1%
> COC(=O)c1cc(CNC(=O)CCCSc2ccccc2)ccc1OC
    2	767	4%
> CC(NS(=O)(=O)c1ccc(N)cc1)C1CC2CCC1C2 (configuration not stated)
    -1	758	-37%
> CCOC(=O)C1CCN(CCCSc2ccc(Cl)cc2)CC1
    -15	740	-18%
> OCCN(Cc1ccccc1)c1ncnc2sccc12
    8	821	37%
> Cn1c(=O)c2c(nc(N3CCCCC3)n2CC(O)COc2ccccc2)n(C)c1=O (configuration not stated)
    -12	792	-2%
> COc1cccc(CN(C)C(=O)c2ccc(Oc3ccccc3)cc2)c1OC
    -16	870	18%
> COc1ccc2c(c1)c(=O)oc1c(C)c(OC(C)C(=O)NCC3CCC(C(=O)O)CC3)ccc12 (configuration not stated)
    -8	725	-7%
> COc1ccc(N(C(=O)c2snc(C(N)=O)c2N)C(C(=O)NC2CCCC2)c2ccc(C)o2)c(OC)c1 (configuration not stated)
    16	750	-10%
> CC(=O)Nc1ccc(OCc2ccc3c(c2)OCO3)cc1
    4	819	-44%
> COc1ccc(-n2nc(C(=O)NCC(=O)NC3CCCC(C)C3C)c3ccccc3c2=O)cc1 (configuration not stated)
    -3	882	-4%
> O=C(Nc1ccc(Cl)c(Cl)c1)c1ccccc1NC(=O)C1CC=CCC1C(=O)O (configuration not stated)
    14	745	-10%
> CC(C)CNC(=O)COC(=O)c1c2c(nc3ccccc13)CCC2
    -33	791	6%
> COc1ccc(NC(=O)CS(=O)(=O)c2ccc(C)cc2)c(OC)c1
    -2	823	-9%
> Cc1cc(C)nc(OC(C(=O)O)C(OCCc2ccccc2)(c2ccccc2)c2ccccc2)n1 (configuration not stated)
    -1	829	24%
> O=C(N1CCCCC1)C1(c2ccccc2)CCCCC1
    4	764	4%
> COc1ccccc1N1C(=O)c2cccc3c(N(C)CCO)ccc(c23)C1=O
    -2	808	13%
> CCCN(CC(=O)Nc1ccccc1OC)C(=O)c1cnc(Cl)c(Cl)c1
    -3	751	-9%
> Cc1cc(OC(C)C(=O)Nc2ccncc2)ccc1Cl (configuration not stated)
    -8	792	42%
> CCC1CCCCN1CCCNC(=O)c1ccc2c(=O)n(CCOC)c(=O)[nH]c2c1 (configuration not stated)
    4	789	8%

Whole records as entered above. Order of values: Lipid droplet, Lipid droplet cells 6.5 µM, HEK293 NOD2/NF-kB
COc1ccc(N(C(=O)c2snc(C(N)=O)c2N)C(C(=O)NC2CCCC2)c2ccc(C)o2)c(OC)c1 (configuration not stated) across the screens: 16, 750, -10%
COC(=O)c1ccncc1C(=O)Nc1ccc(Oc2ncc(C(F)(F)F)cc2Cl)cc1 across the screens: 17, 758, -18%

(cont.)
Results follow in this order: Lipid droplet	Lipid droplet cells 6.5 µM	HEK293 NOD2/NF-kB
> Cc1cccc(CCNC(=O)Cc2ccc(NC3=NC4CS(=O)(=O)CC4S3)cc2)c1 (configuration not stated)
    -14	701	14%
> Cc1ccc(C)n1-c1nnc(N2CCC(C(=O)N3CCN(C)CC3)CC2)s1
    -16	641	14%
> CN(C(=O)CN1C(=O)C2C3CC(C(Br)C3Br)C2C1=O)C1CCCCC1 (configuration not stated)
    -17	832	11%
> COc1cc(/C=N/NC(=O)c2ccncc2)cc2c1OCO2
    -5	799	13%
> O=C(NCc1cccnc1)c1ccc(NS(=O)(=O)c2ccc(F)cc2)cc1
    6	827	0%
> CC(C)NC(=O)c1ccccc1NC(=O)C1CC(=O)N(C(C)C)C1 (configuration not stated)
    3	835	15%
> CCOc1ccc(NC(=O)C2CCN(S(=O)(=O)c3c(C)noc3C)CC2)cc1
    -6	764	-5%
> O=C(CCNS(=O)(=O)c1ccc2c(c1)CCC(=O)N2)Nc1ccc(F)c(F)c1
    -23	672	-4%
> COc1ccccc1C(=O)NC1CC(C)(C)NC(C)(C)C1
    1	744	1%
> Cc1cccc(N2CCN(C(=O)c3c(-c4ccccc4)noc3C)CC2)c1C
    -29	678	-6%
> CN(Cc1ccccc1)C(=O)CCC1CCN(S(=O)(=O)N(C)C)CC1
    -1	754	3%
> CCCC(=O)Nc1c(-c2cccc(C)c2)c(=O)c2ccccc2n1C
    3	810	10%
> COc1ccc2c(CC(=O)N3CCc4cc(OC)c(OC)cc4C3)coc2c1
    -12	750	37%
> Cc1noc(C)c1CSCC(=O)Nc1nnc(CC(C)C)s1
    11	852	14%
> Cc1cccc(C(=O)NCCNC(=O)c2ccccn2)c1
    -3	788	-29%
> Cc1cc(=O)oc2c(C)c(OCC(=O)Nc3cccnc3)ccc12
    -1	766	4%
> COc1ccc(N(Cc2cc3ccccc3[nH]c2=O)S(=O)(=O)c2ccc(C)cc2)cc1
    10	751	22%
> COc1ccc(NC(=O)CSc2nnc(CC(=O)Nc3ccc(F)cc3)n2C)cc1
    3	820	14%
> COCCNC(=O)CN(c1ccc(F)cc1)S(=O)(=O)c1ccc2c(c1)OCCO2
    -8	756	7%
> COc1ccc(C(=O)c2coc3ccc(OC(C)=O)cc23)cc1
    11	843	-155%
> Cc1cccc(NC(=O)c2ccc3nc(N4CCOCC4)sc3c2)c1C
    2	722	-9%
> COc1ccc(NC(=O)N2CCCC2C(=O)NCc2ccccc2Cl)cc1 (configuration not stated)
    -1	833	11%
> CCn1cc(C(=O)NCC(OC)OC)c(=O)c2cc(S(=O)(=O)N3CCCC3)ccc21
    -3	704	14%
> Cc1nnc(NC(=O)CSc2nnc(CC(=O)Nc3ccccc3C)n2C)s1
    -3	713	10%
> COc1ccc(NC2CCCN(C(=O)c3ccccc3N3CCOCC3)C2)cc1OC (configuration not stated)
    -2	844	16%
> COc1ccc(C2c3c(nc[nH]c3=O)Oc3nc[nH]c(=O)c32)cc1
    -31	775	9%
> O=[N+]([O-])c1ccc(Cl)c(CN2CCN(c3ncccn3)CC2)c1
    3	816	-1%
> CCN(CC)S(=O)(=O)c1ccc(C(=O)NN(C)C2=NS(=O)(=O)c3ccccc32)cc1
    -10	768	12%
> CC(=O)Nc1nnc(SCC(=O)Nc2ccc3c(c2)OCCO3)s1
    12	797	-1%
> CC(C)(C)OC(=O)NC(Cc1ccccc1)C(=O)N1CCCC1C(=O)O (configuration not stated)
    -10	861	-10%

More records
Results follow in this order: Lipid droplet	Lipid droplet cells 6.5 µM	HEK293 NOD2/NF-kB
> COc1ccc(C(=O)N/C(=C\c2ccc3c(c2)OCO3)C(=O)N2CCOCC2)cc1
    -2	787	15%
> CCN(CC)C(=O)Cn1cc(S(=O)(=O)CC(=O)Nc2cc(C)on2)c2ccccc21
    -5	656	1%
> Cc1ccc(O)c(Nc2c3ccccc3nc3ccccc23)c1
    -15	831	-2%
> Cc1c(Cl)cccc1NC(=S)N1CCN(C(=O)c2ccco2)CC1
    2	700	1%
> COc1ccc(S(=O)(=O)N2CCC(C(=O)NC3CC3)CC2)cc1
    -2	801	-8%
> COc1ccc(-c2cc(C)no2)cc1S(=O)(=O)N1CCN(c2cccc(C)c2)C(C)C1 (configuration not stated)
    7	744	46%
> Cc1cc(C)n(S(=O)(=O)c2ccccc2[N+](=O)[O-])n1
    2	792	8%
> COC(CNC(=O)[C@H](Cc1ccccc1)N1Cc2ccccc2C1=O)OC
    28	446	-5%
> C/C(=C\C(=O)c1ccccc1)NNC(=O)c1ccc(Cl)cc1
    9	773	6%
> CC[C@H]1OC(=O)[C@H](C)[C@@H](O[C@H]2C[C@@](C)(OC)[C@@H](O)[C@H](C)O2)[C@H](C)[C@@H](O[C@@H]2O[C@H](C)C[C@H](N(C)C)[C@H]2O)[C@](C)(O)C[C@@H](C)C(=O)[C@H](C)[C@@H](O)[C@]1(C)O
    -3	753	-2%
> O=C(Nc1nnc(-c2ccccc2F)s1)c1ccccc1F
    -12	806	-77%
> COCCC(=O)N1CCC(Oc2ccc(C(=O)N(C)C3CCCCC3)cc2)CC1
    4	774	6%
> N#Cc1ccc(-c2cn3c(n2)SCC3)cc1
    34	721	-25%
> O=C(c1ccco1)N1CCN(C(=O)C23CC4CC(CC(C4)C2)C3)CC1
    2	849	-10%
> CC(C)COc1ccc(CNC(=S)Nc2ccccc2)cc1Cl
    1	421	21%
> COc1ccccc1NC(=O)CCCCCN1C(=O)c2cccc3cccc(c23)C1=O
    6	835	21%
